Screening data deposited in PubChem BioAssay by several laboratories.
PKA-R2B activ = activators of human PKA-R2B complex | activation, % at 11.4 µM | 0.079% of 340,000 active | P22694+P31323 | PKA-R2B holoenzyme dissociation, Cy5-IP20 fluorescence polarization; R2B truncated from residue 108, S112A mutant; 0% DMSO only, 100% 113 µM cGMP;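 active means activation above a cutoff set at the mean over all compounds plus 3 SD, cut at about 18% in these data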;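 further: higher means more holoenzyme dissociation and a rise in polarization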
Target sequence (P31323 whole entry, looked up, other chains not shown, the tested form may be a part): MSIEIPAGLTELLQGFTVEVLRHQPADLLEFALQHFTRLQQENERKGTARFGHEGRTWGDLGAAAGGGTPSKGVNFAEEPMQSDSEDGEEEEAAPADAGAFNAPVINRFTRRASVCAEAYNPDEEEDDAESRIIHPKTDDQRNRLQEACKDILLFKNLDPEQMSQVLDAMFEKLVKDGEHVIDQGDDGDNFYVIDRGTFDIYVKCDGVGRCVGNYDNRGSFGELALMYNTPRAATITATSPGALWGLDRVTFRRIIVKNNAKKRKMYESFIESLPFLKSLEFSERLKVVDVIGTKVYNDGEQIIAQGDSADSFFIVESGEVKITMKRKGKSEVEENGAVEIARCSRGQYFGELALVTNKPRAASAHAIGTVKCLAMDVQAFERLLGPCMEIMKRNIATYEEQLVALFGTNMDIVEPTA
Arr AP2 block = blocks beta-arrestin peptide binding to AP2 adaptin | 0.31% of 340,000 active | inhibition, % at 10 µM | AID 504490 | FITC-arrestin peptide / GST-AP2 beads, flow cytometry; AP2 beta2 appendage carries R879A mutation;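 active means inhibition above a set limit, near 3 SD of compounds lacking own fluorescence, cut at about 54% in these data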;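 further: plate controls were DMSO wells for no effect and 5 µM unlabelled arrestin peptide for full effect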
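System: GST-AP2 R879A glutathione beads. Medium: PBS with 0.05% Tween 20 and 0.1% BSA. Also added: FITC-arrestin peptide, 50 nM. Incubation: 12 min plus 1 h, RT. Measured by: high-throughput flow cytometry of beads, ex 488, em 535 nm. Evaluation: percent drop in bead-associated FITC signal.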
Keap1 Nrf2 FP = Keap1-Nrf2 (human) interaction inhibition; Q14145; Keap1 Kelch-Nrf2 peptide fluorescence polarization, 1536-well; inhibition, % at 9.4 µM; 0.15% of 340,000 active; AID 504523; in the data active means inhibition above about 12%;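 further: human Keap1 Kelch domain with fluorescein labeled Nrf2 9mer peptide probe; 0% = neutral control wells and 100% = peptide positive control; higher means more block of Keap1 binding to Nrf2 peptide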
DAGLB inh = blocks human DAGLB lipase activity | inhibition, % at 5.17 µM | AID 504411 | 0.059% of 340,000 active | HEK293T DAGLB membrane lysate, EnzChek fluorogenic substrate | Q8NCG7; in the data active means inhibition above about 34%;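 further: 0% = enzyme with vehicle and 100% = wells lacking enzyme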
Target sequence (Q8NCG7 whole entry, looked up): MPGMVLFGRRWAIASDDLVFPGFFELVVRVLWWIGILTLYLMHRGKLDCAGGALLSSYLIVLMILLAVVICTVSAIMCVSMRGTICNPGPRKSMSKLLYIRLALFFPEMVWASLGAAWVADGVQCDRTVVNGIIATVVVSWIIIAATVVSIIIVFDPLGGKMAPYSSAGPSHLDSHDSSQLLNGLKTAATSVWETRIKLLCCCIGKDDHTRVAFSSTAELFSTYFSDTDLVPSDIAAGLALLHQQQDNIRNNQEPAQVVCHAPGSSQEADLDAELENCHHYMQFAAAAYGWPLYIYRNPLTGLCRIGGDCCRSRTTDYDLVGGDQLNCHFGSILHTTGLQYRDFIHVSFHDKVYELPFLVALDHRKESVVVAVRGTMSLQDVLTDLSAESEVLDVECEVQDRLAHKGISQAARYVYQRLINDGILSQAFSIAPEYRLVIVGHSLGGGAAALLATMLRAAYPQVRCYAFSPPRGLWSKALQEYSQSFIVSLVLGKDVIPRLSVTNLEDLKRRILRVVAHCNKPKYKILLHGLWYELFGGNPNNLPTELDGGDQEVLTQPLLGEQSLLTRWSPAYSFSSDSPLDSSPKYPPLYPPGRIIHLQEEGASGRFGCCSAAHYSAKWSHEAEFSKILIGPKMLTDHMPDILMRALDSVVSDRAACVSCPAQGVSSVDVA
NSD2 inh = NSD2 (human) methyltransferase inhibition; AID 743445; inhibition, % at 12.5 µM; 0.54% of 310,000 active; O96028; NSD2 peptide methylation, AlphaScreen, 120 min; in the data active means inhibition above about 50%
C-LANA FP = blocks KSHV LANA C-terminal domain binding to DNA | 0.078% of 340,000 active | inhibition, % at 9 µM | MBP-C-LANA/FAM-LBS DNA binding, fluorescence polarization | AID 504423;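 active means highest replicate inhibition at or above 60% at 9 µM, even if other replicates fall short; inactive means all replicates below 60% inhibition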;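 further: 0% = neutral control wells and 100% = 4 µM acridine orange control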
RTF Ca sens inh = cardiac RTF calcium desensitization. inhibition, % at 7.15 µM. 0.12% of 340,000 active. P19429+P45379. IANBD-labeled cardiac RTF, Ca2+ fluorescence;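 active means inhibition above the mean inhibition of all tested compounds plus 3 SD, cut at about 17% in these data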;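 further: assay run at fixed EC70 calcium of 1.6 mM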
PvdQ inh = P. aeruginosa PvdQ acylase inhibition; purified PvdQ acylase, fluorescence plate reader; 0.063% of 340,000 active; inhibition, % at 10 µM; in the data active means inhibition above about 30%, passing the limit was not always enough;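 further: 0% = vehicle neutral wells and 100% = reference inhibitor wells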
SR-BI DiI inh = blocks mouse SR-BI lipid uptake from DiI-HDL | Q61009 | ldlA[mSR-BI] CHO cells, DiI-HDL uptake fluorescence, 3 h | inhibition, % at 12.5 µM | 0.96% of 320,000 active | AID 488896;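 active means mean replicate inhibition of at least 70% and a set share of replicates each scoring 70 or more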;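 further: 0% = median of neutral control wells and 100% = median of positive control wells; values of inactives mirror those of a sister screen read the other way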
SR-BI uptake up = activators of SR-BI mediated HDL lipid uptake | CHO ldlA[mSR-BI] cells, DiI-HDL uptake fluorescence, 3 h; 100 = double the neutral-control signal | 0.096% of 320,000 active | AID 504775 | activation, % at 12.5 µM;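 active means mean replicate activation of at least 60% and every replicate at or above 60%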;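 further: 0% = median plate neutral-control signal and 100% = twice that signal; values of inactives mirror those of a sister screen read the other way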
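system = CHO ldlA[mSR-BI] cells, LDL receptor-null, SR-BI overexpressing | medium = Ham's F12 with 0.5% BSA, HEPES 25 mM, pH 7.4 | probe or stimulus = DiI-HDL 10 µg/mL | compound dosing = single-point compound dose | incubation = compound exposure 3 h, 37 °C | technique = DiI fluorescence, bottom read | read-out = cell-associated DiI fluorescence as measure of HDL uptake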
* hit, by the source's call; nt = no result given.

SMILES	PKA-R2B activ	Arr AP2 block	Keap1 Nrf2 FP	DAGLB inh	NSD2 inh	C-LANA FP	RTF Ca sens inh	PvdQ inh	SR-BI DiI inh	SR-BI uptake up
CCOC(=O)CCCC(=O)N1CCOCCOCCN(C(=O)CCCC(=O)OCC)CCOCCOCC1	0	28	-2	0	-4	1.8	1	6	-4	4
Cc1cccc(OCCCC(=O)NCC(=O)Nc2cccc(C)c2C)c1	7	30	1	-2	-3	1.6	-4	1	-3	3
Cc1ccc2c(c1)cc1c(=O)n(CC(=O)NCCN3CCCC3)nc(C)n12	-1	-1	-7	-5	nt	-1.9	-3	-11	5	-5
CCCCn1c(=O)[nH]c(=O)c2c1nc(CN(C)Cc1cccc(OC)c1OC)n2CCC	-9	-2	-5	-7	20	3.2	-7	-27	-4	4
CCOc1ccc(Nc2n[nH]c(=S)s2)cc1	-4	16	1	5	0	-0.8	6	2	18	-18
COc1ccc(NC2CCCN(C(=O)CCn3cccn3)C2)cc1 (configuration not stated)	8	-12	-4	2	3	-1.2	-10	-10	-2	2
CS(=O)(=O)N1CCN(C(=O)c2c(F)cccc2F)CC1	10	2	1	-2	-1	-1.9	-1	-16	-38	38
Cc1cc(S(=O)(=O)N2CCOCC2)ccc1OCC(=O)Nc1ccccc1F	-1	1	-5	-1	0	0.6	-12	-11	0	0
COc1ccc(N(CC(=O)NC2CCCCC2)S(=O)(=O)c2cccs2)cc1	4	-5	7	-1	-1	-0.2	-5	-9	-21	21
O=C(O)c1cccc(-c2ccc(/C=C3/SC(=Nc4ccccc4)N(Cc4cccnc4)C3=O)o2)c1	10	12	-7	1	11	3.6	5	13	-6	6
CC1(C)Cc2c(C#N)c(SCCC#N)nc(N3CCOCC3)c2CO1	-2	-23	-1	0	1	0.6	-2	13	1	-1
CCn1nnc(-c2ccccc2NC(=O)c2cc(OC)cc(OC)c2)n1	-6	5	-2	-16	-1	-0.1	9	-2	nt	nt
CCOc1ccc(NC(=O)c2[nH]c(C)c(C(C)=O)c2C)cc1	-2	10	-6	14	3	7.0	-4	-22	19	-19
CCCCS(=O)(=O)N1CCC(C(=O)Oc2ccc(Cl)cc2)CC1	0	19	-4	-3	-1	-0.6	1	14	-36	36
CC1Oc2ccccc2OC1C(=O)Nc1ccccn1 (configuration not stated)	-5	-3	-4	1	0	-0.1	-5	5	-10	10
CC(=O)c1cccc(N(CC(=O)Nc2ccc(F)cc2)S(C)(=O)=O)c1	-11	-7	-4	-5	-1	-1.4	11	4	13	-13
Cc1nnc2n(Cc3ccccc3)c(=O)c3c4c(sc3n12)COC(C)(C)C4	-11	5	-4	0	-1	-1.2	-5	-12	-26	26
COC(=O)c1sc(N2C(=O)C(O)=C(C(=O)c3ccc(C)o3)C2c2ccc(OC)c(OC)c2)nc1C (configuration not stated)	-18	-9	0	2	0	-0.2	-2	-1	8	-8
Cc1cc(OCCCCN2C(=O)NC(C)(C)C2=O)ccc1[N+](=O)[O-]	-9	-5	-5	2	-1	0.8	-5	-23	-4	4
COc1ccc(C(=O)/C=C/c2ccccc2)c(O)c1	8	-4	4	-8	nt	2.6	5	9	-7	7
CCn1ccnc1CN(C)C(=O)CCc1nnc(CCCc2ccccc2)o1	4	20	-2	-5	-2	-0.7	1	7	-17	17
CNc1ccc(Br)cc(C(=O)/C=C/c2cccc(OC)c2)c1=O	-7	11	-6	11	8	1.9	-9	-9	39	-39
CCOC(=O)Cn1c(=O)c2c(nc3n2CCCN3Cc2ccccc2)n(C)c1=O	1	-16	2	4	-5	4.1	-8	-17	2	-2
CC(O)c1nc2ccccc2n1C1CCCCC1 (configuration not stated)	6	16	3	-2	-1	0.4	4	0	-28	28
COc1ccc(-c2cc(C(=O)Nc3c(C)n(C)n(-c4ccccc4)c3=O)no2)cc1OC	-4	5	-1	-1	nt	-1.0	-9	-1	nt	nt

Arranged by number of heavy atoms (descending): some entries from above
SMILES	PKA-R2B activ	Arr AP2 block	Keap1 Nrf2 FP	DAGLB inh	NSD2 inh	C-LANA FP	RTF Ca sens inh	PvdQ inh	SR-BI DiI inh	SR-BI uptake up
CCOC(=O)CCCC(=O)N1CCOCCOCCN(C(=O)CCCC(=O)OCC)CCOCCOCC1	0	28	-2	0	-4	1.8	1	6	-4	4
COC(=O)c1sc(N2C(=O)C(O)=C(C(=O)c3ccc(C)o3)C2c2ccc(OC)c(OC)c2)nc1C (configuration not stated)	-18	-9	0	2	0	-0.2	-2	-1	8	-8
CCCCn1c(=O)[nH]c(=O)c2c1nc(CN(C)Cc1cccc(OC)c1OC)n2CCC	-9	-2	-5	-7	20	3.2	-7	-27	-4	4
Cc1cc(S(=O)(=O)N2CCOCC2)ccc1OCC(=O)Nc1ccccc1F	-1	1	-5	-1	0	0.6	-12	-11	0	0
Cc1nnc2n(Cc3ccccc3)c(=O)c3c4c(sc3n12)COC(C)(C)C4	-11	5	-4	0	-1	-1.2	-5	-12	-26	26
Cc1cccc(OCCCC(=O)NCC(=O)Nc2cccc(C)c2C)c1	7	30	1	-2	-3	1.6	-4	1	-3	3
CC1(C)Cc2c(C#N)c(SCCC#N)nc(N3CCOCC3)c2CO1	-2	-23	-1	0	1	0.6	-2	13	1	-1
COc1ccc(NC2CCCN(C(=O)CCn3cccn3)C2)cc1 (configuration not stated)	8	-12	-4	2	3	-1.2	-10	-10	-2	2
CNc1ccc(Br)cc(C(=O)/C=C/c2cccc(OC)c2)c1=O	-7	11	-6	11	8	1.9	-9	-9	39	-39
CCOc1ccc(NC(=O)c2[nH]c(C)c(C(C)=O)c2C)cc1	-2	10	-6	14	3	7.0	-4	-22	19	-19
CS(=O)(=O)N1CCN(C(=O)c2c(F)cccc2F)CC1	10	2	1	-2	-1	-1.9	-1	-16	-38	38
CC(O)c1nc2ccccc2n1C1CCCCC1 (configuration not stated)	6	16	3	-2	-1	0.4	4	0	-28	28

Remaining list, next part
SMILES	PKA-R2B activ	Arr AP2 block	Keap1 Nrf2 FP	DAGLB inh	NSD2 inh	C-LANA FP	RTF Ca sens inh	PvdQ inh	SR-BI DiI inh	SR-BI uptake up
COc1ccc2c(c1)c(C(C)=O)c(C)n2CCc1ccccc1	-7	41	-1	-6	-2	1.0	1	-6	68	-68
CC(=O)C[C@H](O)CC(=O)[C@H]1OC(=O)[C@H](C)CCCCc2ccccc21	1	18	-5	-4	nt	-0.6	-3	-24	-4	4
CCOC(=O)c1cc(C)sc1NC(=O)C1CCC1	-5	16	0	-6	-1	0.1	-4	-9	-1	1
Cc1nn(CC(=O)NCCc2ccco2)c(=O)c2nn(-c3ccccc3)c(C)c12	-1	4	-5	2	2	1.6	0	-7	0	0
Nn1c(SCC(=O)Nc2ccc3c(c2)OCCO3)nnc1-c1cccnc1	-1	-5	-4	2	-2	1.3	-12	-1	-7	7
CCCC(=O)N1CC(=O)Nc2ccc(F)cc2C1c1ccccc1 (configuration not stated)	-12	3	6	-1	nt	-0.9	-9	4	-4	4
COc1cccc(NC(=O)C2C3C=CC(O3)C2C(=O)NCc2cccnc2)c1 (configuration not stated)	-4	15	-5	0	-1	-0.1	0	3	0	0
CCOc1ccc(N(CC(=O)NCCc2ccccc2)S(=O)(=O)c2ccccc2)cc1	-1	12	3	-2	-4	-0.8	12	-4	nt	nt
O=C(COC(=O)COc1cccc(Br)c1)Nc1c(Cl)cccc1Cl	-1	1	-6	1	-2	1.2	-8	-3	-374	374*
COC(=O)C1CCN(C(=O)CSc2nnc(-c3ccccc3)o2)CC1	1	2	1	3	-1	-1.5	-10	-9	-12	12
COc1ccc(OC)c(NC(=O)c2ccc(S(=O)(=O)N3CCOCC3)cc2)c1	3	17	5	-3	1	-2.3	0	0	22	-22
CC(C)(C)NC(=O)CC(c1ccccc1)c1ccccc1O (configuration not stated)	-14	-1	-6	1	-1	1.2	0	14	-18	18
CC(C)Cn1cnc2c(SCc3ccc(Cl)cc3)nc(N)nc21	-8	-5	-4	-1	-3	1.3	-3	-15	8	-8
COc1cc(/C=C/C(=O)OCC(=O)NC(=O)NC(C)C)cc(S(=O)(=O)N2CCc3ccccc32)c1OC	1	22	3	-3	-7	15	-9	3	8	-8
CCOc1ccc(S(=O)(=O)NC2=NCCCCC2)cc1	-4	-10	0	1	-2	1.6	-4	-2	-15	15
C/C(=N\Nc1ccc(C#N)cc1[N+](=O)[O-])c1ccc(O)cc1	-10	-4	-4	32	-2	-0.6	-15	-5	59	-59
C/C(=N\NC(=O)CNC(=O)c1ccc(Br)cc1)c1ccco1	0	-3	2	0	-2	-0.8	0	-1	1	-1
CCN(CC)c1ccc(NC(=O)c2cnn(CC)c2)cc1	-12	-10	0	3	7	1.0	-4	-8	-4	4
COc1ccc(NC(=O)O/N=C/c2ccc(Br)cc2)cc1	3	-8	1	-5	2	-0.9	-6	-15	-7	7
CSCC[C@H](NC(=O)[C@H](Cc1ccccc1)n1c(=O)[nH]c2ccccc2c1=O)C(=O)N[C@@H](Cc1ccccc1)C(=O)O	1	-1	-3	4	nt	4.3	1	-12	-15	15
Cc1ccc(S(=O)(=O)N2CCOCC2)cc1C(=O)OCC(=O)NCCc1ccc(F)cc1	-4	2	-3	-3	-2	-0.3	-9	6	33	-33
O=C(O)C1CCC(C(=O)O)SS1 (configuration not stated)	-2	-18	0	0	0	-0.8	-1	-13	-1	1
COc1cccc(CN2CC(C(=O)N3CCOCC3)CCC2=O)c1 (configuration not stated)	6	-14	-2	-1	-6	0.8	-7	-11	-17	17
Nc1[nH][nH]c(=O)c1N=Nc1ccccc1	8	-9	-5	2	2	1.0	-6	-3	-4	4
COc1cccc(-n2nnc3c(=O)n(CC(=O)Nc4cc(C)on4)cnc32)c1	7	12	-1	1	-3	0.7	-10	-6	-31	31
More compounds follow:
SMILES	PKA-R2B activ	Arr AP2 block	Keap1 Nrf2 FP	DAGLB inh	NSD2 inh	C-LANA FP	RTF Ca sens inh	PvdQ inh	SR-BI DiI inh	SR-BI uptake up
COc1cccc(C(=O)Nc2ccc(NC(=O)C(C)(C)C)cn2)c1	-3	-4	1	0	nt	-0.5	4	-12	33	-33
Cc1c(C(=O)O)sc2c1c(=O)n(Cc1ccccc1)c(=O)n2C	-12	4	2	0	-4	-0.9	3	-3	-13	13
CCn1c(CSc2nc3ccccc3s2)nc2ccccc21	-5	5	6	-2	0	-0.4	5	2	13	-13
O=C(c1ccccn1)c1cc2ccccc2n1S(=O)(=O)c1ccccc1	4	-17	-5	-2	0	0.7	-14	-12	-12	12
O=C(Cc1ccccc1)NNC(=O)Nc1ccc(Cl)c(Cl)c1	7	nt	-5	-4	0	0.5	3	-10	-7	7
O=C(COC(=O)C1CCN(c2ccc(C(F)(F)F)cn2)CC1)Nc1cccc(F)c1	-10	-6	-2	-3	1	-0.9	7	-15	-22	22
